Screens deposited in PubChem BioAssay by Sanford-Burnham Center for Chemical Genomics.
LYP inhibition = PTPN22 lymphoid phosphatase activity blockers – biochemical, fluorescence intensity, uHTS (AID 1779). recombinant LYP phosphatase, fluorescence intensity; higher % means a stronger effect. one-dose inhibition, % at 11.5 µM; IC50 in µM for titrated hits. actives 0.054% (n = 290,000);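 further: plate controls were vehicle with enzyme for no effect and no enzyme for full effect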
XIAP antagonists = small molecules displacing peptide from XIAP – biochemical, IAP family, fluorescence polarization (AID 1018). actives 0.007% (n = 200,000). XIAP BIR domain, fluorescence polarization peptide displacement; higher % means a stronger effect. displacement, % at 20 µM, or IC50 in µM where a hit was titrated; in the data active means displacement above about 50%; further: a part of the inactive calls stands beside numbers as strong as those of hits
NOD1 inhibition = inhibition of NOD1-driven NF-kB reporter – cell-based, luminescence, uHTS, primary screen (AID 1578). NOD1-driven NF-kB luciferase reporter cells, luminescence; higher % means a stronger effect. one-dose inhibition, % at 4 µM; EC50 in µM for titrated hits. actives 1% (n = 290,000); in the data active means inhibition mostly above about 36%, no sharp cut-off; inactive means mostly below about 34%;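 further: HEK-293T reporter cells stimulated with the NOD1 agonist gamma-tri-DAP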
NOD2 inhibition = NOD2 signaling inhibitors, cell-based, luminescence, uHTS, HEK293 (AID 1566); HEK293 NOD2/NF-kB luciferase reporter, luminescence; higher % means a stronger effect; inhibition, % at 4 µM; hits with a dose series show EC50 in µM; actives 0.63% (n = 290,000); further: many of its hits are not listed in these tables
TNAP activation fold = human TNAP enzyme activators, primary screen, biochemical, luminescent, no phosphate acceptor, uHTS (AID 1001). actives 0.03% (n = 200,000). purified TNAP, luminescent activation assay, no phosphate acceptor; higher activation fold means a stronger effect. activation fold at 20 µM, or EC50 in µM where a hit was titrated; in the data active means activation fold from about 3, or a potency from the dose series; inactive means the rest, 99 in 100 with activation fold below about 1.6; further: many of its hits are not listed in these tables
human PMI inhibitors = MPI inhibition at elevated mannose 6-phosphate – biochemical, fluorescence intensity, high mannose 6-phosphate, primary screen (AID 1220); recombinant PMI enzyme, coupled fluorescence intensity; higher % means a stronger effect; inhibition, % at 20 µM, or IC50 in µM where a hit was titrated; actives 0.66% (n = 190,000)
KOR beta-arrestin-1 = KOR agonists, beta-arrestin recruitment, primary screen, cell-based, luminescence, uHTS (AID 1777) | KOR beta-arrestin recruitment, luminescence; higher % means a stronger effect | activation, % at 10 µM; hits with a dose series show EC50 in µM | actives 0.02% (n = 280,000); in the data active means activation above about 50%, passing the limit was not always enough; further: a part of the inactive calls stands beside numbers as strong as those of hits
human PMI inhibition = inhibitors of human PMI, primary screen, biochemical, fluorescence intensity, coupled assay (AID 1209); purified PMI enzyme, coupled fluorescence intensity; higher % means a stronger effect; inhibition, % at 20 µM; hits with a dose series show IC50 in µM; actives 0.42% (n = 190,000);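 further: plate controls were DMSO vehicle for no effect and wells lacking substrate for full effect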
KOR beta-arrestin-2 = kappa opioid receptor blockers – cell-based, luminescence, uHTS (AID 1778). KOR beta-arrestin recruitment, luminescence, antagonist mode; higher % means a stronger effect. inhibition, % at 10 µM, or IC50 in µM where a hit was titrated. actives 0.091% (n = 290,000); further: strong numbers were not always called active
Starred values were filed as active, the others as inactive; nt = not tested or not shown; [ ] = another dose, or the depositor's remark. Unless noted, no stated cut-off is given here; in the data, active means inhibition above about 50%; inactive means the rest. A portion of the library; rates above refer to the full screens.

SMILES	LYP inhibition	XIAP antagonists	NOD1 inhibition	NOD2 inhibition	TNAP activation fold	human PMI inhibitors	KOR beta-arrestin-1	human PMI inhibition	KOR beta-arrestin-2
CN(C(=O)c1ccc(NC(=O)C2CC=CCC2C(=O)O)cc1)c1ccccc1 (configuration not stated)	2%	-6.4%	-22%	-2%	1.1	18%	4.0%	11%	1%
Cc1ccc2c(c1)C(O)(CC(=O)c1cccnc1)C(=O)N2 (configuration not stated)	-9%	-2.8%	-23%	12%	1	1%	1.9%	5%	2%
CN(C)CCCNC(=O)C(=O)NCC1OCCN1S(=O)(=O)c1cc(F)ccc1F (configuration not stated)	-9%	nt	-30%	-5%	nt	nt	9.1%	nt	-36%
CCn1nnnc1-c1ccc(OC)c(S(=O)(=O)Nc2ccc(C)c(C)c2)c1	-6%	-7.0%	27%	12%	1	-4%	-1.8%	-3%	-15%
COc1cccc(C2=NN(C(=O)c3ccc(C)o3)C(O)(C(F)(F)F)C2)c1 (configuration not stated)	-3%	-1.2%	0%	4%	1.1	-2%	nt	5%	-15%[20 µM]
CCOc1ccc(NC(=O)c2c(NC(=O)CN3CCCC3)sc3c2CCC3)cc1	-8%	nt	5%	14%	nt	nt	14%	nt	1%
O=C(Cc1ccccc1)Nc1cc([N+](=O)[O-])ccc1N1CCOCC1	-6%	-4.5%	-8%	17%	1.1	0%	-2.8%	-6%	-29%[20 µM]
COC(=O)c1ccc(-c2ccc(CNCC(O)c3ccccc3)o2)cc1 (configuration not stated)	-30%	-4.0%	-41%	-7%	1.1	2%	-3.1%	6%	3%
Cn1cccc1C(=O)NC(=O)COC(=O)c1ccc(O)cc1	-7%	-2.1%	12%	10%	1.1	8%	0.8%	14%	-52%
CCOC(=O)COc1ccc(Oc2nc(C)cc(OC)n2)nn1	-5%	-5.6%	-7%	13%	1.1	-5%	-1.0%	-5%	8%
CCNC(=O)CN(c1ccc(OC)c(OC)c1)S(=O)(=O)c1ccccc1	2%	-8.2%	nt	-30%	1	-3%	1.2%	5%	24%
CC(=O)C1C(c2ccncc2)NC(=O)NC1(O)C(F)(F)F (configuration not stated)	-9%	-3.5%	-19%	14%	1.1	9%	-5.7%	6%	-5%
Cc1occc1-c1nnc(SCC(=O)Nc2nccs2)n1CCc1ccccc1	1%	0.1%	1%	7%	1.1	3%	-1.8%	6%	0%
CON(C)c1nc(Oc2ccc(=O)[nH]n2)nc(N(C)C)n1	-3%	-3.2%	-12%	-22%	1.1	-2%	8.6%	2%	10%
COc1ccc(NC(=O)CNS(=O)(=O)c2cccs2)c(OC)c1	-8%	-6.0%	23%	12%	1	-11%	0.9%	-5%	30%
O=[N+]([O-])C(/C=C(\Cl)[N+](=O)[O-])=C(N1CCCCC1)N1CCCCC1	-2%	-4.0%	4%	22%	1.1	-16%	-1.8%	-21%	19%
CC1CCCC(C)N1C(=O)COC(=O)CCC1CCCC1 (configuration not stated)	-5%	nt	-12%	-16%	nt	nt	0.5%	nt	-2%
CCN(CC)S(=O)(=O)c1cccc(NC(=O)COC(=O)/C=C/c2cccs2)c1	5%	nt	9%	-2%	nt	nt	1.6%	nt	nt
COC(=O)c1cn(CC(=O)NC2CCCCC2)c2ccccc12	-8%	-4.8%	-18%	-6%	1.2	-13%	-1.8%	-8%	-23%
CN(C)S(=O)(=O)c1cccc(NC(=O)CSc2nncn2-c2ccccc2)c1	-4%	-12%	6%	20%	1.1	9%	-3.5%	7%	-2%

Random excerpt: seven compounds from above, in no set order.
SMILES	LYP inhibition	XIAP antagonists	NOD1 inhibition	NOD2 inhibition	TNAP activation fold	human PMI inhibitors	KOR beta-arrestin-1	human PMI inhibition	KOR beta-arrestin-2
O=C(Cc1ccccc1)Nc1cc([N+](=O)[O-])ccc1N1CCOCC1	-6%	-4.5%	-8%	17%	1.1	0%	-2.8%	-6%	-29%[20 µM]
COc1ccc(NC(=O)CNS(=O)(=O)c2cccs2)c(OC)c1	-8%	-6.0%	23%	12%	1	-11%	0.9%	-5%	30%
CCn1nnnc1-c1ccc(OC)c(S(=O)(=O)Nc2ccc(C)c(C)c2)c1	-6%	-7.0%	27%	12%	1	-4%	-1.8%	-3%	-15%
CCOc1ccc(NC(=O)c2c(NC(=O)CN3CCCC3)sc3c2CCC3)cc1	-8%	nt	5%	14%	nt	nt	14%	nt	1%
CCN(CC)S(=O)(=O)c1cccc(NC(=O)COC(=O)/C=C/c2cccs2)c1	5%	nt	9%	-2%	nt	nt	1.6%	nt	nt
CC(=O)C1C(c2ccncc2)NC(=O)NC1(O)C(F)(F)F (configuration not stated)	-9%	-3.5%	-19%	14%	1.1	9%	-5.7%	6%	-5%
CCOC(=O)COc1ccc(Oc2nc(C)cc(OC)n2)nn1	-5%	-5.6%	-7%	13%	1.1	-5%	-1.0%	-5%	8%

Further compounds
SMILES	LYP inhibition	XIAP antagonists	NOD1 inhibition	NOD2 inhibition	TNAP activation fold	human PMI inhibitors	KOR beta-arrestin-1	human PMI inhibition	KOR beta-arrestin-2
Cc1ccc(SCC(=O)NCc2ccc(F)cc2)cc1	-9%	-7.8%	-30%	3%	1.1	6%	-4.7%	5%	11%
CCc1cc2c(=O)n(Cc3ccccc3)c(SC3CCOC3=O)nc2s1 (configuration not stated)	8%	-6.9%	-29%	19%	1	-4%	-3.6%	-7%	-2%
CCn1c(C)c(C)c2cc(C(=O)NCCCN3CCN(C)CC3)ccc21	-8%	nt	34%	6%	nt	nt	-20%	nt	-25%
COc1ccc(NC(=O)CSc2nnc(-c3cnccn3)n2C)cc1OC	-9%	nt	-7%	-7%	nt	nt	0.2%	nt	-12%
COCCCn1c(SCc2cccc(OC)c2)nc2cc(OC)c(OC)cc2c1=N	2%	-2.1%	11%	17%	1	6%	3.6%	16%	-18%
CCOc1c(Cl)cc(CNc2nnnn2C)cc1OC	-6%	nt	-41%	0%	nt	nt	-0.8%	nt	-4%
CCOC(=O)c1c(-c2ccccc2)csc1NC(=O)c1ccc(S(=O)(=O)N2CC(C)OC(C)C2)cc1 (configuration not stated)	13%	-3.6%	-15%	3%	1.1	16%	-2.3%	17%	39%
Cc1ccc(C(=O)Nc2ccc(N3CCOCC3)nc2N2CCOCC2)cc1	-8%	nt	-4%	16%	nt	nt	-3.7%	nt	30%
Fc1cc(F)c(NC(=S)N2CCOCC2)c(F)c1	-11%	nt	5%	24%	nt	nt	-3.6%	nt	-1%
C/C(=N\NC(=S)NC1CCCCC1)c1ccc(C#N)cc1	5%	-1.9%	-15%	-3%	1.1	11%	-0.3%	13%	2%
O=C(NC(=O)N1CCOCC1)c1ccccc1	-11%	-7.8%	18%	16%	1	4%	-0.1%	17%	-16%
COc1cc(CNCc2cc(OC)c(OC)c(OC)c2)cc(OC)c1	-4%	nt	-10%	3%	nt	nt	2.9%	nt	-12%[20 µM]
O=C(Nc1ccc(N2CCN(C(=O)c3ccco3)CC2)cc1)c1ccccc1Br	-4%	nt	-19%	9%	nt	nt	-5.8%	nt	11%
COc1ccc(Cc2c(N)nc(C)nc2N)cc1	-4%	-3.5%	-20%	3%	1.1	6%	-4.8%	4%	7%
COc1cc(C2c3[nH]c4ccccc4c3CCN2Cc2cn(C)nc2C)ccc1F (configuration not stated)	3%	-2.6%	-32%	14%	1.1	7%	1.4%	8%	-18%
O=C(Cn1c(CO)nc2ccccc21)Nc1ccccc1Cl	-4%	-5.8%	13%	-9%	1	4%	nt	-11%	nt
O=C1CC(c2cccc(Br)c2)C2=C(COC2=O)N1 (configuration not stated)	-7%	-1.3%	-20%	4%	1.1	-3%	-0.9%	-2%	-10%
CN1/C(=C\C=C2/SC(=S)N(CC(=O)O)C2=O)C(C)(C)c2ccccc21	5%	-76%	-16%	8%	0.5	22%	-14%	22%	77%*[20 µM]
COc1ccccc1CNC(=O)c1cnc2ccccn2c1=O	2%	2.1%	-3%	20%	1.1	8%	-4.6%	4%	12%
Cc1ccc(NC(=O)c2cnn(-c3ccccc3)c2C)cc1	-6%	nt	-79%	-159%	nt	nt	-4.0%	nt	-18%[20 µM]
CCOC(=O)c1cc(C(C)(C)C)n(CCCN2CCOCC2)c1C	-5%	nt	-10%	-9%	nt	nt	-1.4%	nt	20%
Cn1c(=O)cc(N)n(-c2ccccc2)c1=O	-3%	nt	-10%	-1%	nt	nt	4.6%	nt	-26%
CC1CCCN(C(=O)CCCC(=O)N2CCCC(C)C2)C1 (configuration not stated)	-5%	nt	-26%	6%	nt	nt	0.6%	nt	-18%
Cc1ccc(S(=O)(=O)c2cc3c(=O)n4ccccc4nc3n(CC3CCCO3)c2=N)cc1C (configuration not stated)	-21%	-13%	21%	-5%	1	8%	7.2%	11%	-45%
CCCNC(=O)COc1ccc2c(=O)c(Oc3ccccc3F)coc2c1	-8%	-2.3%	16%	2%	1.1	-4%	4.4%	-4%	9%
CCOC(=O)Cn1c(=O)c(-c2ccccc2NC)nc2ccccc21	6%	-2.0%	-5%	-2%	1	-4%	-1.6%	-3%	-27%
O=C(O)C1C2CCC(O2)C1C(=O)NCc1ccc(Cl)cc1 (configuration not stated)	-6%	-5.0%	-7%	16%	1.1	6%	-2.7%	-10%	17%
CSCCC(NC(=O)C1CCC(C)CC1)C(=O)N1CCN(c2ccccn2)CC1 (configuration not stated)	-2%	-2.1%	5%	0%	0.9	7%	16%	-5%	13%
